TIM10 inh = TIM10 yeast growth inhibition; AID 463195; S. cerevisiae TIM10 strain growth, BacTiter-Glo luminescence, 24 h; inhibition, % at 10 µM; 1.4% of 330,000 active;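 active = inhibition of 40% or more at the single tested concentration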;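 also: wild-type TIM10 isogenic control strain grown at permissive 25 °C; 0% = DMSO yeast wells and 100% = minimal medium wells without yeast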
tim10-1 inh = inhibits growth of tim10-1 mutant yeast | S. cerevisiae tim10-1 ts strain growth, BacTiter-Glo, 24 h | inhibition, % at 20 µM | 2.2% of 330,000 active | AID 463190;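 active = inhibition of at least 40%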;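 also: mutant grown at 25 °C; 0% = DMSO wells with yeast and 100% = wells holding no yeast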
mIAP act = increases mouse intestinal alkaline phosphatase activity. AID 2805. muIAP, CDP-Star luminescence, 30 min; active compounds read high; 1 = vehicle-only enzyme signal, 0 = enzyme-free wells. 0.24% of 330,000 active. activation factor at 10 µM;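 active = activation factor of at least 2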; also: the source names both 10 and 20 µM as test concentration; values of inactives mirror those of a sister screen read the other way
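Assay system: mouse IAP enzyme; Reagent: CDP-Star chemiluminescent phosphatase substrate; Compound: DMSO-dissolved test compounds; Incubation: 30 min, room temperature; Technique: luminescence from enzymatic CDP-Star hydrolysis; Controls: DMSO-only wells and no-enzyme negative control.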
mIAP block = blocks mouse intestinal alkaline phosphatase. purified mouse IAP, CDP-Star luminescence, 30 min. inhibition, % at 10 µM. 0.2% of 330,000 active. AID 2806;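 active = inhibition of at least 40% at 10 µM in the primary screen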;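 also: plate controls were DMSO with enzyme for no effect and no enzyme wells for full effect; values of inactives mirror those of a sister screen read the other way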
hIAP block = blocks human intestinal alkaline phosphatase; P09923; purified IAP, CDP-Star luminescence, 30 min; inhibition, % at 10 µM; 0.12% of 330,000 active; AID 2544;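 active = inhibition reaching a set limit with compound at 10 µM in the primary screen, cut at about 35% in these data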;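 also: plate controls were DMSO wells with enzyme for no effect and no-enzyme buffer wells for full effect; values of inactives mirror those of a sister screen read the other way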
Target sequence (P09923 whole entry, looked up): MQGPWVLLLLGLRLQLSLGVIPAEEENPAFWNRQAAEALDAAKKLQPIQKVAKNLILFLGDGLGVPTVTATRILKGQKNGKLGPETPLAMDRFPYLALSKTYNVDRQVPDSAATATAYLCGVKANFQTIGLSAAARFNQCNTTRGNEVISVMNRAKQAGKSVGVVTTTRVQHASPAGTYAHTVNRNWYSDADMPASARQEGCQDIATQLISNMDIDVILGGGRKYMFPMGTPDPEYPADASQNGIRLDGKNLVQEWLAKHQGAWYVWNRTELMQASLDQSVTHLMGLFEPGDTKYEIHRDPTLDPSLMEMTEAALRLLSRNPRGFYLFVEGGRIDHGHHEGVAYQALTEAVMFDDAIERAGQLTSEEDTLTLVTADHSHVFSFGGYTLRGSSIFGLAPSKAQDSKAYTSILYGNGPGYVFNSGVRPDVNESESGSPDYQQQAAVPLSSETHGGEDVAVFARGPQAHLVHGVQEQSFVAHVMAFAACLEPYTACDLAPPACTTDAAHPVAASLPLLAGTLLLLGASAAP
NLRP3 yeast inh = NALP3 inhibition in yeast; Yeast reconstituted NLRP3/ASC/caspase-1, beta-gal luminescence, 24 h; inhibition, % at 10 µM; 0.39% of 330,000 active;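 active = inhibition of 50% or more; inactive = inhibition below 50%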;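 also: plate controls were induced DMSO wells for no effect and uninduced yeast grown without galactose for full effect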
Apaf-1 inh = inhibitors of human Apaf-1 apoptosome. reconstituted apoptosome caspase-3 activity, DEVD-Rh110 fluorescence. inhibition, % at 20 µM. 0.71% of 330,000 active; active = inhibition of at least 40% at 20 µM;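 also: plate controls were DMSO wells for no effect and DEVD-CHO caspase inhibitor wells for full effect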
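Material: biochemical Apaf-1 apoptosome reconstitution. Medium: Hepes buffer, pH 7.5. Also added: cytochrome c activation, bis-DEVD rhodamine 110 substrate. Timing: 30 min compound preincubation, 50 min activation, room temperature. Measured by: rhodamine 110 fluorescence at Ex 480/Em 540 nm.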
hIAP act = human IAP activation | activation factor at 10 µM | purified human IAP, CDP-Star luminescence, 30 min; active compounds read high; 1 = vehicle-only enzyme, 0 = enzyme-free background | 0.16% of 330,000 active;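 active = activation factor of the enzyme at least 2-fold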; also: the source names both 10 and 20 µM as test concentration; values of inactives mirror those of a sister screen read the other way
ATG4B inhibitor = blocks human ATG4B protease cleavage of LC3 substrate; Q9Y4P1; ATG4B cleavage of LC3-PLA2, NBD-HPC fluorescence, 1 h; inhibition, % at 8.33 µM; 0.51% of 340,000 active; AID 504462; in the data active = inhibition above about 40%
Target sequence (Q9Y4P1 whole entry, looked up): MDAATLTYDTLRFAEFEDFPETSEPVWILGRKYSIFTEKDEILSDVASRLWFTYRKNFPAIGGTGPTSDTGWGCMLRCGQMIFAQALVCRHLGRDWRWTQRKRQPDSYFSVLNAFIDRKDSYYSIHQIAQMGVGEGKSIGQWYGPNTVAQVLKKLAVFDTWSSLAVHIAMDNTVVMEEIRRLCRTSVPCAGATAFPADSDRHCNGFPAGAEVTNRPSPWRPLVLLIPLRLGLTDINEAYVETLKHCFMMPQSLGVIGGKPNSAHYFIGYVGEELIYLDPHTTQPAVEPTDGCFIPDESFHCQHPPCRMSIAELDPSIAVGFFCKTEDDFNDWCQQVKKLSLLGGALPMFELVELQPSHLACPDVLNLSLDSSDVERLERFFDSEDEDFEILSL
Starred values were filed as active, the others as inactive.

SMILES	TIM10 inh	tim10-1 inh	mIAP act	mIAP block	hIAP block	NLRP3 yeast inh	Apaf-1 inh	hIAP act	ATG4B inhibitor
CCOC(=O)CN1C(=O)CSc2ccccc21	3	10	0.97	3	6	-50	-16	0.94	3
O=C1C=C(c2ccccc2)CC(/C=C/c2ccccc2)C1 (centres undefined)	7	15	0.95	5	-6	1	9	1.1	9
O=C(NNC(=O)c1cc(-c2cccnc2)nc2ccccc12)Nc1ccc(Cl)cc1	-2	12	1.1	-10	-53	25	10	1.5	-23
Cc1cc(C(=O)Cn2nc(C(=O)O)c3ccccc3c2=O)c(C)n1-c1ccccc1	19	42*	1.1	-12	8	10	12	0.93	2
C(#Cc1ccccc1)C[N+]1(CC#Cc2ccccc2)CCCC1	0	-23	0.98	2	-16	4	-3	1.2	-4
O=C(CCS(=O)(=O)c1ccc(Br)s1)Nc1ccccc1Br	-8	9	1.2	-16	-1	-4	-5	1	17
CCN(C(=O)COC(=O)c1ccc2ccccc2c1)c1c(N)n(Cc2ccccc2)c(=O)[nH]c1=O	-5	-1	1	-4	-6	9	5	1.1	-5
O=C(Nc1cccnc1Cl)C1=NN(c2ccccc2)C(=O)CC1	5	14	1.1	-10	8	18	10	0.92	2
O=C(O)CCC(=O)Nc1ccc(Sc2ccc([N+](=O)[O-])cc2)cc1	-4	3	0.93	7	6	6	-5	0.94	11
O=C(NNC(=S)Nc1ccccc1)c1cccnc1	-1	14	0.86	14	-65	24	-8	1.7	1
O=C(O)c1ccc(NC(=O)C2C3CCC(O3)C2C(=O)O)cc1 (centres undefined)	3	-12	1.1	-8	-18	11	5	1.2	2
CC(=O)c1c(C)[nH]c(C(=O)NCC2CCCCC2)c1C	-6	-2	1.1	-9	1	22	4	0.99	-4

Five structures already listed, ordered by number of heavy atoms, lowest first:
SMILES	TIM10 inh	tim10-1 inh	mIAP act	mIAP block	hIAP block	NLRP3 yeast inh	Apaf-1 inh	hIAP act	ATG4B inhibitor
CC(=O)c1c(C)[nH]c(C(=O)NCC2CCCCC2)c1C	-6	-2	1.1	-9	1	22	4	0.99	-4
O=C1C=C(c2ccccc2)CC(/C=C/c2ccccc2)C1 (centres undefined)	7	15	0.95	5	-6	1	9	1.1	9
O=C(Nc1cccnc1Cl)C1=NN(c2ccccc2)C(=O)CC1	5	14	1.1	-10	8	18	10	0.92	2
O=C(O)CCC(=O)Nc1ccc(Sc2ccc([N+](=O)[O-])cc2)cc1	-4	3	0.93	7	6	6	-5	0.94	11
CCN(C(=O)COC(=O)c1ccc2ccccc2c1)c1c(N)n(Cc2ccccc2)c(=O)[nH]c1=O	-5	-1	1	-4	-6	9	5	1.1	-5

(list continues)
SMILES	TIM10 inh	tim10-1 inh	mIAP act	mIAP block	hIAP block	NLRP3 yeast inh	Apaf-1 inh	hIAP act	ATG4B inhibitor
O=C(NC1CCCC1)C1CCCN1C(=O)Nc1ccc(Cl)cc1 (centres undefined)	9	1	0.96	4	-14	4	13	1.1	-7
CC1C(=O)C(C)C(c2cccs2)NC1c1cccs1 (centres undefined)	-5	7	0.93	7	0	39	19	1	-1
CSc1cccc(NC(=S)N2CCCN(Cc3cccc(Cl)c3)C2)c1	-10	-4	1.5	-54	2	-7	15	0.98	21
COC(=O)C1CSC(C(=O)OC)N1C(=O)Nc1ccc(Cl)cc1 (centres undefined)	8	12	0.94	6	-7	11	-3	1.1	-2
Cc1cc(C)n2cc(CSC3=NCCS3)nc2n1	-24	7	1	-1	-11	17	2	1.1	5
O=c1c2ccccc2nc(/C=C/c2cccnc2)n1CCc1ccccc1	1	27	0.97	3	15	8	19	0.85	12
CCCN(CC(=O)Nc1ccc(C)cc1Br)CC(=O)Nc1ccc(F)c(F)c1F	12	24	1.1	-8	-42	8	15	1.4	6
COc1ccc(CNC(=O)c2ccc(NC(=O)CC3SC(N4CCCCC4)=NC3=O)cc2)cc1 (centres undefined)	-13	-5	0.98	2	9	12	3	0.91	-7
Cc1ccc(CNC(=O)COC(=O)C2CC2)cc1	2	-8	1.1	-9	-5	-11	10	1	-4
Cc1cccc(NS(=O)(=O)c2ccc(C)c(C(=O)N(C)C)c2)c1	-9	-8	0.87	13	4	0	-14	0.96	-1
CCN(CC)c1ccc(C(=O)OCC(=O)NCC2CCCO2)cc1 (centres undefined)	1	7	0.98	2	-1	-2	8	1	11
COc1ccc(CN(C)C(=O)c2cc(-c3ccc(OC)c(OC)c3)nc3ccccc23)c(OC)c1	13	9	1.1	-5	-5	18	36	1.1	-14
CCOC(=O)CSc1nc2c(sc(=S)n2-c2ccccc2)c(=O)[nH]1	2	8	0.98	2	22	11	1	0.78	4
COC(=O)c1ccc(N2C(=O)c3cc(N4CCOCC4)c([N+](=O)[O-])cc3C2=O)cc1	-5	4	0.9	10	-18	6	2	1.2	0
O=C(Nc1ccc2c(c1)OCCO2)C1c2ccccc2C(=O)N2CCc3ccccc3C12 (centres undefined)	6	-18	1.3	-32	-6	13	7	1.1	-8
CC(Sc1nnnn1C)C(=O)Nc1ccc(Oc2ccccc2)cc1 (centres undefined)	-3	-4	1	-5	17	-1	17	0.83	-14
COc1ccc2ccccc2c1CNCc1ccc(C)cc1	-1	5	1	-2	-4	25	10	1	-2
COC(=O)CNC(=O)C12CC3CC(C1)CC(c1ccc(C)cc1)(C3)C2	26	23	1	-2	19	8	-9	0.81	-16
COc1cccc(CNc2nc3nc4c(c(=O)n3[nH]2)CCC4)c1	-2	-4	0.94	6	-1	7	-3	1	-4
Cc1nc2sc(C(c3cccc(F)c3)N3CC(C)OC(C)C3)c(O)n2n1 (centres undefined)	2	-4	1.1	-12	-7	18	-3	1.1	-1
CCOc1ccc(NC(=O)CN(C)C(=O)CSc2ccccc2)cc1OCC	-2	4	1	0	3	13	4	0.97	2
COc1ccc(NC(=O)C2c3cc(OC)c(OC)cc3C(=O)N(C)C2c2cccnc2)cc1OC (centres undefined)	10	13	0.98	2	2	13	-5	0.98	-13
Cc1nc(OCC(=O)c2ccc(Cl)cc2)c(C#N)c2c1COC(C)(C)C2	23	-10	0.97	3	-1	18	21	1	-10
Cc1ccc(N/N=C2\COC(C)(C)CC2=O)cc1	-6	-6	0.96	4	-1	10	-3	1	2
Cc1cc(=O)[nH]c2c1c(C)nn2C1CCOC(C)(C)C1 (centres undefined)	-17	-6	1	-2	-4	-1	-12	1	6
COc1cccc(C2CCCN2Cc2nc(CCC(C)C)no2)c1 (centres undefined)	8	1	1	0	-1	14	6	1	4
COCCN(C(=O)CSc1nnc(-c2ccco2)n1C)c1c(N)n(CC(C)C)c(=O)[nH]c1=O	6	20	1.1	-8	-13	13	7	1.1	8
Cc1[nH]n(C)c(=O)c1[N+](=O)[O-]	3	4	1	-4	-8	-3	-6	1.1	-6
O=C(Nc1cnc2sccn2c1=O)c1ccc(Cl)cc1Cl	-19	10	1.1	-12	0	1	8	1	2
Cc1cc(Br)c(NC(=O)C(C)Sc2nnnn2C)c(Br)c1 (centres undefined)	7	-5	0.97	2	-5	10	2	1	-11
CCOC(=O)c1c(NC(=O)CSc2nnnn2C)sc(C)c1-c1ccc(C)cc1	3	26	1	-1	-3	-3	23	1	-4
Cc1ccc(S(=O)(=O)N2CCN=C2SC(C)c2ccccc2)cc1 (centres undefined)	4	13	0.94	6	-10	25	13	1.1	2
COc1cnc(N(C)C)nc1Sc1ccc(Cl)cc1	14	28	0.99	1	9	17	9	0.91	-5
O=C(NN=Cc1ccc(F)cc1)c1cccc(S(=O)(=O)N2CCCC2)c1	11	-2	1	-4	-8	9	16	1.1	-14
CC(C)(C)c1ccc(CCC2OCC(CN3CCOCC3)O2)cc1 (centres undefined)	-16	-29	1.1	-6	-7	35	2	1.1	-2
CCCCOc1ccc(C(=O)NCCc2ccccc2)cc1	0	5	1.1	-7	-26	28	-2	1.3	2
COc1ccc(CCNC(=O)C2CCN(S(=O)(=O)c3ccc(NC(C)=O)cc3)CC2)cc1OC	6	1	1	0	-35	20	-1	1.4	-12
O=C(CCNS(=O)(=O)c1ccc2c(c1)CCC(=O)N2)NCc1ccc2c(c1)OCO2	-1	3	0.94	6	11	12	0	0.89	-3
COC(=O)c1cc(-c2cccs2)nn1-c1ccccc1	5	4	1	0	-10	30	-4	1.1	-1
COc1ccc(NC(=O)NNC(=O)COc2cc(C)c(Cl)c(C)c2)c(OC)c1	-8	-19	0.94	6	-63	9	10	1.6	5
Cc1cc(NC(=O)Nc2cccc(Cl)c2)n(-c2ccccc2)n1	-12	12	3*	-204	-86	6	-7	1.9	-5
COc1ccc(Sc2ccccc2CN(C)C)cc1OC	-12	-8	1	-2	27	8	5	0.73	-10
CCC(C(=O)NC1CCCCC1)n1c2ccccc2c2nc(=O)cc(C)n21 (centres undefined)	4	10	1.1	-7	-2	-1	3	1	-2
O=C(CN1CCCCCC1)Nc1ccc(Cl)cc1F	-13	6	1	-3	-18	-15	7	1.2	-3
c1ccc(Oc2ccc3ccccc3n2)cc1	11	8	0.99	1	4	-29	-10	0.96	-4
NC(=S)Nc1cccc2cn[nH]c12	-5	18	1	-3	5	-4	0	0.95	1
O=C(Oc1ccc(-c2nc(-c3ccccn3)no2)cc1)c1ccccc1	13	51*	0.92	8	-12	5	8	1.1	-1
COc1ccc(CC(=O)OCC(=O)NC2CCCCC2)cc1	8	-2	0.95	5	11	3	-8	0.89	4
Cc1c(NC(=O)CSc2ncnc3c2cnn3-c2ccccc2)c(=O)n(-c2ccccc2)n1C	-1	-10	1	-1	-18	8	5	1.2	3
O=C(c1cccc(F)c1)N1CCN(C(=O)C2CC2)CC1	0	8	0.9	10	1	1	0	0.99	-6
CCN(CC)C(=O)c1sc2[nH]c(=S)n(-c3ccccc3)c(=O)c2c1C	-14	-18	0.95	5	0	13	-2	1	-1
CCc1nc(SCC(=O)Nc2c(C)n(C)n(-c3ccccc3)c2=O)n[nH]1	-5	-9	1.1	-5	7	11	-2	0.93	-7
C/C(=N\Nc1cc(C)nc(NCc2ccccc2)n1)c1ccc([N+](=O)[O-])cc1	-56	-50	0.92	8	4	31	-1	0.96	-2
O=C(NC1CCCC1)C1CCCN(S(=O)(=O)c2ccc(F)cc2)C1 (centres undefined)	-3	10	1.1	-10	-3	22	4	1	-6
Cc1ccc(C(=O)CSc2nnc(COc3cccc(C)c3)o2)cc1	21	18	0.98	2	-18	38	29	1.2	13
Cc1cccc(-n2c(-c3csc(C)c3C)n[nH]c2=S)c1	44*	39	0.98	2	16	27	-1	0.84	0
Cc1ccc(-c2nn(CCC(=O)NN3CCOCC3)c(=O)c3ccccc23)cc1	-13	-3	1.1	-6	-24	4	-7	1.2	-12
CN(C)c1ccc(CN2CCCCC2)cc1	8	3	1	-2	1	19	2	0.99	2
CCc1ccc(Nc2n[n+](-c3ccccc3)c(-c3c(Cl)cccc3Cl)s2)cc1	-6	10	0.92	8	9	11	44*	0.91	17
CC(=O)Nc1cccc(NC(=O)C2CCCN2C(=O)Nc2ccc(Cl)cc2)c1 (centres undefined)	5	1	0.93	7	9	4	4	0.91	-4
Next part
SMILES	TIM10 inh	tim10-1 inh	mIAP act	mIAP block	hIAP block	NLRP3 yeast inh	Apaf-1 inh	hIAP act	ATG4B inhibitor
Cc1ccc(/C=C/c2nnc(-c3cccc(C)c3)o2)cc1	3	-8	0.87	13	20	24	6	0.8	-2
Cc1ccc(OCCC(=O)OC(C)C(=O)Nc2c(C)n(C)n(-c3ccccc3)c2=O)cc1 (centres undefined)	9	-5	1	-4	-12	23	-6	1.1	-8
CCCNNC(=O)C(O)(c1ccccc1)c1ccccc1	-6	18	1.1	-10	-13	-4	12	1.1	11
CC(C)CN=C(NS(=O)(=O)c1ccccc1)C(Cl)(Cl)Cl	16	10	0.95	5	10	11	3	0.9	-1

From PubChem BioAssay
